FBW7 act: FBW7 E3 ligase activators, primary screen, biochemical, AlphaScreen, human; AlphaScreen FBW7–phospho-cyclin E peptide binding, activator screen; hit rate 0.13% among 650,000; normalized activity (activation), % at 26.1 µM; F-box/WD repeat-containing protein 7 (Homo sapiens), Q969H0; in the data active = normalized activity above about 1.9%;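 also: purified mutant Fbw7 with reduced substrate affinity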
Target sequence (Q969H0 whole entry, looked up): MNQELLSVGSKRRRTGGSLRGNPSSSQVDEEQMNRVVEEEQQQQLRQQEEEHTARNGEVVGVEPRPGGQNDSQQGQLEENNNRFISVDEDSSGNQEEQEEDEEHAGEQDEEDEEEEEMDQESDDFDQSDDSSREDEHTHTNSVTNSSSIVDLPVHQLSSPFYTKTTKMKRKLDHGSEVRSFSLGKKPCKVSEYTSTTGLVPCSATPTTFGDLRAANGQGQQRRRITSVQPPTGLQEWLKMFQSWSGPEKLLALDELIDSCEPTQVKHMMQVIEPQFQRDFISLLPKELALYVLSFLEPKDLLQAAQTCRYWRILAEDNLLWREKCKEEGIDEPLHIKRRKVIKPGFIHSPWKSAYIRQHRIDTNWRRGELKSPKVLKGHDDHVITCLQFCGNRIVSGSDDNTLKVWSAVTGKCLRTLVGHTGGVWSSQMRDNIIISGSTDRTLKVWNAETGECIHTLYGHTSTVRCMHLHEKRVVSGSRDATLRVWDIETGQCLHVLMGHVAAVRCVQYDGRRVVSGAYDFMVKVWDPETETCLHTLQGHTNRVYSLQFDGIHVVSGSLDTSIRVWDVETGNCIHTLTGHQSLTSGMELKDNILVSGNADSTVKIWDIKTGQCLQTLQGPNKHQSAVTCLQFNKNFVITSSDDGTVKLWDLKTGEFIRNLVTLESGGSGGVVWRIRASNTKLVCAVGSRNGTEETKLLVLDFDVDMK
MITF inh: MITF inhibitors, primary screen, biochemical, AlphaScreen, human; inhibition, % at 2.6 µM; hit rate 0.91% among 650,000; Microphthalmia-associated transcription factor (Homo sapiens), O75030; AlphaScreen MITF homodimerization, bead proximity signal; in the data active = inhibition above about 50%;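 also: 0% = vehicle wells with protein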
GPR151 activ: activators of human GPR151, primary screen, cell-based, PathHunter beta-arrestin, luminescence | hit rate 1% among 650,000 | PathHunter beta-arrestin GPR151 cells | AID 1508602, 2020 | activation, % at 11.2 µM; in the data active = activation above about 4.9%;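 also: 0% = median of compound wells and 100% = cells with positive control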
TEAD-YAP inh: TEAD-YAP interaction inhibition, primary screen, TEAD-YAP interaction inhibitor project, luminescence, HEK-TIYL cells. TEAD-Gal4/YAP UAS-luciferase luminescence. inhibition, % at 9.12 µM. hit rate 1.4% among 640,000. AID 1259422, 2018; in the data active = inhibition above about 32%;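 also: 0% = median of test compound wells and 100% = reference inhibitor wells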
Starred values were filed as active, the others as inactive. Rows are unselected. About 3.5% of those tested had a hit in this group.

SMILES	FBW7 act	MITF inh	GPR151 activ	TEAD-YAP inh
COC(=O)c1ccc(N=Cc2nc(-c3cc(OC)c(OC)c(OC)c3)oc2O)cc1	-0.1	6	0.3	8
COc1ccc(C(=O)c2ccc(C)cc2)cc1	0.0	7	1.0	-35
O=S(=O)(c1ccc(NCCC(c2ccccc2)c2ccccc2)nc1)N1CCOCC1	-0.1	-5	-1.5	11
Cc1cccc(C)c1OC(=O)/C=C/c1ccc(Cl)cc1	0.3	10	0.6	15
COc1ccc(-n2nc(C(=O)N3CCCCCC3)c3ccccc3c2=O)cc1	-0.1	2	0.4	9
Nc1nc2c(c(NC(=S)Nc3ccccc3)n1)CCCC2	-0.1	10	1.0	-18
O=C(c1cc2nc(-c3ccccc3)cc(-c3ccccc3)n2n1)N1CCCCCC1	0.2	-25	0.0	-13
COC(=O)c1cccc(NC(=O)c2ccccc2NS(=O)(=O)c2ccc(C)cc2)c1C	-0.1	-6	1.3	2
Cc1ccc2cc3c(N)nn(C(=O)c4ccccc4F)c3nc2c1	0.2	15	-1.0	-8
COc1cccc(CN(C)CCN(C)C)c1O	0.1	-1	-1.9	1
CCN1C(=O)c2cccc3c(S(=O)(=O)NC4CCS(=O)(=O)C4)ccc1c23 (configuration not stated)	0.0	4	0.5	-3
Cc1ccc2c(c1)c1n[nH]c(=S)nc1n2C	0.1	10	1.0	4
Cc1ccnc(SCCn2c(N3CCCCC3)nc3c2c(=O)[nH]c(=O)n3C)n1	0.0	14	-0.2	4
C/C(=N/NC(=O)CC1N=C(Cc2ccccc2)NNC1=O)c1ccco1 (configuration not stated)	0.7	10	-1.1	17
CC(=O)N1CCC(C(=O)N2CCC(C(=O)NC(c3ccccc3)c3ccccn3)CC2)CC1 (configuration not stated)	0.7	22	-0.1	2
O=C(Nc1cccnc1)c1cccc(S(=O)(=O)N2CCCCCC2)c1	1.0	17	-0.6	7
COc1ccc(C(=O)N(Cc2nc(-c3cccc(C)c3)no2)C(C)C)cc1[N+](=O)[O-]	0.1	21	0.4	-11
O=C(/C=C/c1ccccc1)NC(NCc1cccnc1)C(Cl)(Cl)Cl (configuration not stated)	0.0	-5	-0.4	8
COC(=O)CSc1nc(-c2cccs2)cc(-c2ccc(F)cc2)c1C#N	-0.2	4	-0.8	-8
O=C1C(=O)N(CC2CCCO2)C(c2cccs2)/C1=C(/O)c1ccc2c(c1)OCCO2 (configuration not stated)	0.6	18	-0.1	-3
CCCCOCCCNC(=O)c1ccc(NC(C)=O)cc1	-0.4	3	2.7	15
CC(=O)Nc1nnc(CCS(=O)(=O)c2ccc(C)cc2)s1	0.0	-1	0.1	5
Cc1cc2c(cc1S(=O)(=O)Nc1cccc(Cl)c1)OCCN2C	-0.1	8	0.7	6
S=c1[nH]nc(COc2ccc(Cl)cc2)n1Cc1ccco1	-0.1	6	2.9	3
COc1ccc(CSc2nncn2N)cc1Br	-0.1	2	-0.6	4

4 of these compounds in another layout.
Molecule: O=C(Nc1cccnc1)c1cccc(S(=O)(=O)N2CCCCCC2)c1
  FBW7 act: 1.0
  MITF inh: 17
  GPR151 activ: -0.6
  TEAD-YAP inh: 7
Molecule: COc1ccc(C(=O)c2ccc(C)cc2)cc1
  FBW7 act: 0.0
  MITF inh: 7
  GPR151 activ: 1.0
  TEAD-YAP inh: -35
Molecule: S=c1[nH]nc(COc2ccc(Cl)cc2)n1Cc1ccco1
  FBW7 act: -0.1
  MITF inh: 6
  GPR151 activ: 2.9
  TEAD-YAP inh: 3
Molecule: COC(=O)c1cccc(NC(=O)c2ccccc2NS(=O)(=O)c2ccc(C)cc2)c1C
  FBW7 act: -0.1
  MITF inh: -6
  GPR151 activ: 1.3
  TEAD-YAP inh: 2

(further entries)
SMILES	FBW7 act	MITF inh	GPR151 activ	TEAD-YAP inh
CCc1ccc(-c2csc(-c3cc4cc([N+](=O)[O-])ccc4oc3=O)n2)cc1	0.0	-13	0.0	-13
Cc1cccc(C)c1NC(=O)c1ccc(N2C(=O)c3ccccc3C2=O)cc1	-0.1	7	-1.5	-2
COc1cccc(-n2c(=S)sc3c(=O)n(-c4ccccc4C)c(SCC(=O)Nc4nccs4)nc32)c1	0.0	-8	0.0	-24
CSc1cccc(CN[C@H]2C[C@H]3C(=O)N[C@H]([C@H](C)O)C(=O)N3C2)c1	0.0	17	0.7	7
COc1ccc(/C(C)=N/Nc2ccccc2Cl)c(O)c1	0.2	10	-0.7	-22
CS(=O)(=O)NCC(c1cccs1)N1CCc2ccccc2C1 (configuration not stated)	-0.1	2	-0.9	-6
CC1CN(c2nc3ccccc3nc2SCC(=O)NCCc2ccccc2)CC(C)O1 (configuration not stated)	0.0	7	0.1	6
O=C(NCc1ccco1)C1CCCN1C(=O)Nc1ccc(Cl)cc1 (configuration not stated)	0.1	21	-1.5	-2
CCn1c(=O)n(CC)c2cc([N+](=O)[O-])ccc21	0.3	9	1.7	-32
CCCCCC(=O)N1c2ccccc2NC2=C(C(=O)CC(c3ccc(OC)cc3)C2)C1c1cccc(F)c1 (configuration not stated)	0.0	16	-1.8	17
Cc1ccc(Cl)cc1NC(=O)CSc1nc2ccc(NC(=O)c3ccc(Cl)cc3Cl)cc2s1	0.5	-9	0.4	11
COC(=O)c1ccc(NC(=O)c2ocnc2C)cc1	0.0	-5	-1.9	-25
CCCCNC(=O)C1CC(=O)N(C2CCCCCC2)C1 (configuration not stated)	-0.1	4	-0.7	-2
Cc1cc(-c2cc(F)cc3c2OC(CNC(=O)c2ocnc2C)C3)ccc1F (configuration not stated)	0.0	-10	0.8	-14
Nn1c(SCC(=O)Nc2ccc([N+](=O)[O-])cc2Br)nnc1C(F)(F)F	0.0	14	0.3	4
CN(C(=O)c1cccc(S(=O)(=O)N2CCCCC2)c1)c1ccccc1	-0.2	2	-2.3	-9
COc1ccccc1CCNC(=O)CCCn1cccc1	0.0	7	2.2	-12
CCc1ccc(-n2c(C)cc(/C=C3/C(=N)N4OC(C)=CC4=NC3=O)c2C)cc1	0.1	0	0.2	6
O=C(Nc1cccc(Cl)c1Cl)c1cc(S(=O)(=O)N2CCc3ccccc3C2)ccc1F	0.1	15	-1.7	-2
COc1ccccc1NC(=O)N1CCN(C)CC1	0.0	52*	-0.6	8
CC(=O)C1=C(C)NC(SCC=C(C)C)=C(C#N)C1c1ccco1 (configuration not stated)	1.1	6	-0.9	-10
COc1ccccc1CCNC(=O)C1CC12CCN(Cc1ccc3ncccc3c1)CC2 (configuration not stated)	-0.2	-12	0.0	4
O=C(Nc1cccc(F)c1)c1cccc(Cl)c1	0.1	6	0.7	-9
CCS(=O)(=O)C1=NSC2=NC(=O)/C(=C\c3ccc(C)cc3)C(=N)N21	-0.1	10	-1.1	-2
Cc1ccc(Cn2c(=O)c3ccccc3n(Cc3nc(-c4cccs4)no3)c2=O)cc1	0.1	18	1.8	2
C=CCOc1ccccc1/C=N/NC(=O)Cc1ccc(C)cc1	0.0	-2	0.4	0
COC(=O)c1ccc(-n2nnnc2SCc2ccccc2Br)cc1	0.2	10	-0.9	9
Cc1ccccc1C(=O)Nc1cc2c(ccc3ccccc32)oc1=O	0.2	8	0.6	-1
Cc1cn2c3c(=O)n(C)c(=O)n(C)c3nc2n1Cc1ccccc1	-0.1	3	-0.5	12
COc1ccc(-c2cnnc(N/N=C/c3c(C)[nH]n(-c4ccccc4)c3=O)n2)cc1	-0.6	-7	0.5	6
CCN(CC)/C(=N\S(=O)(=O)c1ccc(Cl)cc1)c1ccccc1	0.0	15	-0.2	-2
COc1ccc(C(=O)COn2nnc3ccc([N+](=O)[O-])cc32)cc1	0.1	-4	0.2	-7
C[C@@H](NC(=O)c1cccs1)c1nc(-c2ccncc2)n[nH]1	0.0	8	-0.7	3
O=C(CSc1nc2ccccc2s1)N1N=C(c2cccs2)CC1c1ccc(F)cc1 (configuration not stated)	0.4	15	-0.7	6
CCn1c(SCC(=O)Nc2ccc(F)cc2)nnc1C1CC1	-0.1	-4	0.7	-23
Cc1ccc(C(=O)NNC2CC(=O)N(c3ccc(Br)cc3)C2=O)cc1 (configuration not stated)	0.1	9	-0.2	5
COc1ccc(CCNC(=O)C(=O)Nc2ccc3c(c2)OCCO3)cc1OC	0.4	5	1.0	-8
CC(=O)NC1(c2ccccc2)CCN(CC(=O)N2CCOCC2)CC1	0.6	11	-1.8	-2
Cc1ccc(S(=O)(=O)N2CCSC2c2cccc([N+](=O)[O-])c2)cc1 (configuration not stated)	0.2	-11	-0.9	-9
CC(C)(C)c1ccc(NC(=O)N2c3ccccc3CC2C(N)=O)cc1 (configuration not stated)	0.2	4	-1.2	-15
COc1ccc(C2C(C#N)=C(N)Oc3n[nH]c(-c4cccc([N+](=O)[O-])c4)c32)c(OC)c1 (configuration not stated)	-0.5	2	0.5	-4
CCOC(=O)c1c(NC(=O)COc2ccccc2)sc(C(C)=O)c1C	-0.1	2	0.3	-4
CCN1c2ncccc2C(=O)NC12CCN(C(=O)c1cnn(CC)c1)CC2	0.3	9	0.4	-9
COc1ccc(/C=C/C(=O)NC(=S)NNC(=O)c2cccs2)cc1OC	-0.4	-1	0.0	-7
N#Cc1cc(C(=O)c2cc(Cl)ccc2O)coc1=O	-0.1	-4	1.5	0
Cc1ccc(C(=O)N/C(=C/c2cccc(Oc3ccccc3)c2)C(=O)NCc2ccccc2)cc1	0.0	-1	0.2	-2
N#Cc1cc(NC(=O)c2ccccc2)c(=O)n2c1[nH]c1ccccc12	0.0	0	-1.6	-11
CC(C)n1c2ccccc2c2nnc(SCN3C(=O)c4ccccc4C3=O)nc21	-0.1	6	-1.3	-2
O=C(CSc1nc2[nH]ncc2c(=O)[nH]1)N1CCCCCC1	0.0	-7	-1.0	-7
COc1cc(C2C(C#N)=C(N)Oc3n[nH]c(C(F)(F)F)c32)cc(OC)c1OC (configuration not stated)	0.4	19	2.2	2

(list continues)
SMILES	FBW7 act	MITF inh	GPR151 activ	TEAD-YAP inh
COc1ccc(C2(C(=O)N3CCc4nc(C)[nH]c(=O)c4C3)CCCC2)cc1	0.0	-1	0.4	-8
O=C(CCn1nnc2ccccc2c1=O)NCc1ccc(F)cc1	0.0	10	-1.2	4
CCCNc1ccnc2c(-c3cccc(OC)c3)cnn12	0.1	-7	-2.5	23
O=C(O)c1ccc(N=Cc2ccc(Br)c([N+](=O)[O-])c2)cc1	-0.1	-4	-0.5	-7
O=c1oc2ccccc2cc1-c1nc(-c2ccc(C(F)(F)F)cc2)no1	-0.1	-3	-1.0	-10
O=C(Nc1ccc(C(=O)O)c(C(=O)O)c1)c1ccc(Oc2ccc([N+](=O)[O-])cc2)cc1	0.0	-2	2.0	-6
CCOC(=O)C1CCC(CNCc2ccccc2Cl)CC1 (configuration not stated)	-0.1	-3	-0.6	3
O=C(CNC(=O)c1cccc(F)c1)N/N=C/c1ccc([N+](=O)[O-])c(O)c1	0.0	-12	2.9	-11
CSc1nc(C)cc(OCC(=O)N2CCOCC2)n1	-0.1	-2	-0.6	5
O=C(Nc1ccc(Cl)c(Cl)c1)C1CC(=O)N(c2cccc([N+](=O)[O-])c2)C1 (configuration not stated)	-0.2	-8	0.3	0
CC(C)c1nc2sc3c(c2c2nnc(SCC(=O)N4CCOCC4)n12)CCCC3	-0.1	-1	-0.3	-7
COc1ccc2cc(S(=O)(=O)c3ccc(F)c(Cl)c3)c(=O)oc2c1	0.0	13	0.4	6
COc1cccc(C(=O)NC(=S)Nc2ccc3[nH]c(=O)[nH]c3c2)c1	0.3	21	2.4	13
O=C(CCN1CCCCCC1)Nc1ccc(F)c(F)c1	1.0	26	-0.5	6
CCNC(=O)N1CCc2nc(-c3ccccc3)nc(N3CCCCC3)c2C1	-0.1	-2	1.8	-1
O=C(N[C@H]1C[C@H]2C(=O)N[C@@H](Cc3ccc(Cl)cc3)C(=O)N2C1)c1ccc(Cl)cc1	0.1	8	0.0	5
CON(C)C(=O)CSc1cnccc1C(F)(F)F	0.5	12	0.5	1
CC(=O)Nc1sc2c(c1C(=O)Nc1cccc(Cl)c1)CCC(C)C2 (configuration not stated)	-0.1	6	0.6	1
O=C(COC(=O)c1ccc(Br)o1)c1ccc(Br)cc1	-0.1	-4	-1.1	3
Cc1cc(C)c(C(=O)N2CCCC(CNS(=O)(=O)N(C)C)C2)o1 (configuration not stated)	-0.1	5	0.5	2

Copied from the list.
Entry for COc1ccc(C2(C(=O)N3CCc4nc(C)[nH]c(=O)c4C3)CCCC2)cc1 under MITF inh: -1
Entry for CCNC(=O)N1CCc2nc(-c3ccccc3)nc(N3CCCCC3)c2C1 under TEAD-YAP inh: -1
Entry for O=C(COC(=O)c1ccc(Br)o1)c1ccc(Br)cc1 under TEAD-YAP inh: 3

Screening results deposited in PubChem by The Scripps Research Institute Molecular Screening Center.
